Compound activity from PubChem BioAssay.
PREPL inhibitor: human PREPL enzyme inhibition | recombinant PREPL, fluorescence polarization activity-based probe | inhibition, % at 5.96 µM | actives 0.68% (n = 320,000) | AID 2751; in the data active means inhibition above about 43%;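 further: 0% = enzyme with DMSO and 100% = wells lacking enzyme; many of its hits are not listed in these tables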
pPAFAH inh: inhibitors of human plasma PAF acetylhydrolase (pPAFAH); Q13093; recombinant pPAFAH, FP-rhodamine probe fluorescence polarization; inhibition, % at 3.39 µM; actives 1.5% (n = 330,000); AID 463082;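 active means inhibition above the mean inhibition across the screen plus 3 SD, cut at about 25% in these data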;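 further: inhibitors block binding of the rhodamine activity-based probe so polarization drops; 0% = enzyme with DMSO and 100% = wells lacking pPAFAH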
PAD4 FP inh: inhibitors of human PAD4; Q9UM07; recombinant PAD4, RCA probe fluorescence polarization; inhibition, % at 6.36 µM; actives 0.41% (n = 330,000); AID 485272;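 active means percent inhibition above a cutoff equal to the mean of all tested compounds plus 3 SD, cut at about 15% in these data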;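 further: 0% = PAD4 with RCA probe and DMSO and 100% = probe without PAD4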
LYPLA1 counter: LYPLA1 (human) inhibition in PME1 counter-screen | inhibition, % at 5.9 µM | actives 0.16% (n = 320,000) | recombinant LYPLA1, FP-Rh probe fluorescence polarization | O75608;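 active means inhibition above the mean of all tested compounds plus 3 SD, set per campaign, cut at about 14% in these data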;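 further: inhibitors block serine hydrolase probe labeling of LYPLA1 so polarization falls; 0% = enzyme with DMSO and 100% = wells lacking LYPLA1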
LYPLA2 inh: counter-screen for PME1 inhibitors: inhibitors of human LYPLA2; O95372; recombinant LYPLA2, FP-Rh probe fluorescence polarization; inhibition, % at 5.9 µM; actives 0.38% (n = 320,000);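 active means inhibition above the screen-wide mean plus 3 SD, limit set per campaign, cut at about 26% in these data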;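 further: 0% = LYPLA2 with DMSO and 100% = wells lacking LYPLA2 enzyme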
Target sequence (O95372 whole entry, looked up): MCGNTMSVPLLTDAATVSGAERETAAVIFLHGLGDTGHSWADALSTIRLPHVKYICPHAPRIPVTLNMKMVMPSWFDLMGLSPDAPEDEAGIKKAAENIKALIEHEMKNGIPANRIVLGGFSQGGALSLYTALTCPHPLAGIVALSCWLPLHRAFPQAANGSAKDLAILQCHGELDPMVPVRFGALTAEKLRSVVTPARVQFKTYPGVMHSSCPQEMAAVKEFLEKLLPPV
PAFAH1B3 FP inh: inhibitors of human PAFAH1B3; Q15102; recombinant PAFAH1B3, FP-rhodamine probe, fluorescence polarization; inhibition, % at 3.39 µM; actives 0.28% (n = 340,000); AID 492972;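 active means inhibition above the screen-wide average of all tested compounds plus 3 SD, cut at about 25% in these data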;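 further: 0% = enzyme with DMSO only and 100% = wells lacking PAFAH1B3 protein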
Target sequence (Q15102 whole entry, looked up): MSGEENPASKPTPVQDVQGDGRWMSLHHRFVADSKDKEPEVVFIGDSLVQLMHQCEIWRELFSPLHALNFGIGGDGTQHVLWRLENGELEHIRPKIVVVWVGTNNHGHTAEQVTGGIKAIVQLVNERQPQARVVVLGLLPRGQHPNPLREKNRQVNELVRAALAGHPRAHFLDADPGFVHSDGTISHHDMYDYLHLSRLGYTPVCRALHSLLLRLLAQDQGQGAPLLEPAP
GSTO1 counter: blocks human GSTO1 in RBBP9 counter-screen | inhibition, % at 5.96 µM | P78417 | recombinant GSTO1, activity-based probe fluorescence polarization | actives 1.1% (n = 300,000);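 active means inhibition above the campaign mean inhibition plus 3 SD, cut at about 35% in these data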;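 further: 0% = GSTO1-1 with DMSO and 100% = wells lacking GSTO1-1 enzyme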
Target sequence (P78417 whole entry, looked up): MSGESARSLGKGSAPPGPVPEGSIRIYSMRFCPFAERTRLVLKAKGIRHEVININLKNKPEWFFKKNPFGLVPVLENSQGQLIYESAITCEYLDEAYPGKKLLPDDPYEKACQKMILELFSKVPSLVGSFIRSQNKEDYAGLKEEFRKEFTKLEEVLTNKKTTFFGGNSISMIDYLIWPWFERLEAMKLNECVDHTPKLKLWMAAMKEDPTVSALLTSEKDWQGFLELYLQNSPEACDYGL
PAFAH1B2 FP inh: blocks human PAF acetylhydrolase 1b catalytic subunit 2. inhibition, % at 3.39 µM. recombinant PAFAH1B2, FP-rhodamine activity probe, fluorescence polarization. actives 1.2% (n = 340,000). P68402;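 active means inhibition above the mean of all tested compounds plus 3 SD, cut at about 24% in these data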;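 further: 0% = enzyme with DMSO and 100% = wells lacking PAFAH1B2; many of its hits are not listed in these tables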
Target sequence (P68402 whole entry, looked up): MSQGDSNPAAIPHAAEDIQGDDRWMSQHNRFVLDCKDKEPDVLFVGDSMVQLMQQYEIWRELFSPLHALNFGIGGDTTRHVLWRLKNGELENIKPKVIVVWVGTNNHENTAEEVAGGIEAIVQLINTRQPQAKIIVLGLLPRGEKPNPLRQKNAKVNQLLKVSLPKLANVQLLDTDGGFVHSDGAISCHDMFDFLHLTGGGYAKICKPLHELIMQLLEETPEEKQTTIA
PME-1 inh: PME-1 (human) inhibition; inhibition, % at 5.9 µM; Q9Y570; recombinant PME-1, FP-Rh probe fluorescence polarization; actives 0.53% (n = 320,000); AID 2130;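 active means inhibition above the campaign mean of all compounds plus 3 SD, cut at about 26% in these data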;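 further: competitive labeling of PME-1 active site by serine hydrolase directed probe; 0% = PME-1 with DMSO and 100% = wells lacking PME-1 enzyme; inhibitors block probe labeling so polarization falls and inhibition rises; many of its hits are not listed in these tables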
* marks the source's active call; other numbers are inactive results; . = no result given. Not all compounds are listed (hit frequency here may not be typical).

SMILES	PREPL inhibitor	pPAFAH inh	PAD4 FP inh	LYPLA1 counter	LYPLA2 inh	PAFAH1B3 FP inh	GSTO1 counter	PAFAH1B2 FP inh	PME-1 inh
Cc1cc(C)c2[nH]c(=O)c(C(c3nnnn3C(C)(C)C)N(Cc3ccco3)CC3CCCO3)cc2c1 (configuration not stated)	7	8	0	-2	4	4	0	0	1
Cc1nn(-c2ccccc2)c(N2CCCC2)c1/C=N/NC(=S)Nc1cc(C(F)(F)F)ccc1Cl	8	5	-2	2	3	5	-2	1	9
O=C(/C=C/c1ccco1)NC(=S)Nc1ccc(O)c(-c2nc3ccccc3s2)c1	6	25*	-9	-11	-12	-1	3	-3	1
Cc1nnsc1S(=O)(=O)Cc1ccccc1Cl	-20	0	-4	1	-4	0	-3	4	-3
O=C1CC(c2ccccc2)CC(O)=C1C=NC1CCCCC1 (configuration not stated)	-4	1	0	-2	5	3	2	12	-1
O=C(Nc1ccccc1C(=O)O)c1ccc(CN2C(=O)c3ccccc3C2=O)cc1	-1	-3	0	0	9	5	-6	-1	0
Cc1ccc2c(C)c(C(=O)Nc3ccc(S(N)(=O)=O)cc3)oc2c1C	-121	-120	0	-120	-260	-267	-197	-165	-264
Cc1ccc(C)c(/C(O)=C2\C(=O)C(=O)N(Cc3cccnc3)C2c2cccnc2)c1 (configuration not stated)	5	-1	-1	2	1	10	-8	-1	-3
COc1ccc(CN2CCCC(C(=O)N3CCc4ccccc4C3)C2)cc1OC (configuration not stated)	-11	3	-4	-1	-2	2	-2	1	-2
Cc1ccc(C)c(-c2csc(Nc3ncccn3)n2)c1	11	0	-4	-4	-4	11	-8	1	2
COc1ccc2oc(C(=O)Nc3nccs3)c(C)c2c1	17	0	-3	-2	-6	2	-4	1	-3
CC(=O)Oc1ccc(/C=C2\N=C(C3CCCCC3)OC2=O)cc1	14	-3	-1	4	8	8	-3	-1	-7
COc1cccc(C(=O)NC(=S)Nc2ccc(Cl)c(C(=O)O)c2)c1	4	0	-1	3	4	1	6	-1	0
CSc1ccccc1NC(=O)COC(=O)c1ccc(-n2nc(C)cc2C)cc1	18	25*	1	.	.	7	.	5	.
CC(C)(C)c1cc(NC(=O)CCSc2nnc3ccccn23)cc(C(C)(C)C)c1	3	3	-2	-3	-4	4	8	7	3
CC(Sc1nc2ccccc2s1)C(=O)N(C)Cc1ccccc1 (configuration not stated)	-5	5	-1	0	3	-1	11	2	9
CCC(C)n1c(=N)c(C#N)cc2c(=O)n3cccc(C)c3nc21 (configuration not stated)	2	-2	-2	1	1	2	1	1	4
N#Cc1nc(-c2ccco2)oc1N1CCC(Cc2ccccc2)CC1	32	10	-2	-1	11	5	-10	6	4
C[C@H](CO)N1C[C@H](C)[C@@H](CN(C)Cc2ccc(-c3ccccc3)cc2)Oc2c(NC(=O)c3ccncc3)cccc2C1=O	34	6	4	.	.	1	.	4	.
O=C(Nc1ccccc1N1CCCC1)C1CCN(C(=O)c2ccc(Cl)cc2)CC1	10	2	-3	0	5	0	1	-2	6
Cc1ccc(CNc2ccc(N3CCOCC3)c(C(=O)O)c2)s1	4	4	-2	1	5	14	8	17	-1
COc1ccccc1CNC(=O)COC(=O)C1CCN(c2ccc(C(F)(F)F)cn2)CC1	16	5	1	2	3	-1	8	-3	4
C/C(=N\NC(=O)c1ccncc1)c1cccs1	2	-1	-8	-2	3	6	9	7	3
COCCNC(=O)c1onc(CSc2cccc(OC)c2)c1C(=O)O	-6	3	1	0	-3	7	2	8	3
CCc1ccccc1N1C(=O)C(Cl)=C(N2CCOCC2)C1=O	1	-1	-4	1	3	5	7	1	-4
CCC(C)[C@H](NC(=O)N1CCn2c1nc1ccccc12)C(=O)NCCc1ccc(OC)c(OC)c1 (some centres not stated)	4	4	0	0	0	7	-1	-3	5
CC1(C)CC(=O)C=C(Nc2ccccc2C#N)C1	3	3	-2	1	5	10	-1	2	4
O=c1cc(CO)occ1OCc1cccc(F)c1	3	-1	1	-3	-1	3	5	6	1
N#CCSc1nnc(C2CCCCC2)n1-c1ccccc1	-3	3	-2	2	-1	13	0	14	-1
Cc1nn(C)c(C)c1S(=O)(=O)N1CCC(C(=O)NC2CCCCC2)CC1	16	-1	3	4	9	8	3	2	-3
O=C(c1ccccc1)c1cc2c(cc1[N+](=O)[O-])OCCO2	-1	4	2	-1	3	5	13	-4	7
C/C=C/c1ccc(OCCn2nnc3ccccc32)c(OC)c1	8	-4	-3	4	13	9	-5	-1	-3
FC(F)(F)c1cc(Oc2ccccc2)ncc1-c1nnc(-c2ccccc2Cl)o1	-1	4	-1	-2	-10	4	-3	2	-12
O=C(CN1CCOCC1)Nc1ncc(Cc2cccc3ccccc23)s1	31	6	-1	-1	-1	4	1	16	0
CCn1c(Sc2ccc([N+](=O)[O-])cn2)nnc1-c1ccco1	1	2	4	1	0	3	14	3	9
CCCC(=O)Nc1ccc(C(=O)N/N=C/c2cccnc2)cc1	7	1	0	0	0	3	2	-3	4
Cc1c(Cl)cccc1-n1c(SCC(=O)NCc2cccs2)nnc1-c1ccncc1	-9	3	1	2	6	0	0	6	5
C/C(=N\NC(=O)C1COc2ccccc2O1)c1ccc(Cl)s1 (configuration not stated)	7	-1	-7	-5	-1	4	-2	-2	-5
Cc1cc(Nc2nc(Cl)c(Cl)cc2Cl)n(-c2ccccc2)n1	-9	1	0	-3	-8	-1	0	4	-2
CCCc1nnc(-c2ccc(OC)cc2)o1	-3	3	3	3	3	-2	-1	1	-2
C/C(=N\NC(=O)c1ccccn1)C12CC3CC(CC(C3)C1)C2	2	4	-5	1	5	1	4	17	-2
COCCn1c(=S)[nH]c2cc(C(=O)N3CCc4ccccc4C3)ccc2c1=O	2	1	-5	0	-3	5	8	3	5
Cc1ccccc1C(=O)Nc1ccccc1Sc1ccccc1	-2	6	3	0	5	6	5	4	3
Cc1ccc2c(c1)c(=O)c(Br)c(C)n2Cc1ccccc1	16	4	-4	-7	-6	6	0	0	-7
COc1cc(NC(=O)CC(C)n2ccnc2)cc(OC)c1 (configuration not stated)	-2	3	-1	2	-5	2	0	2	-8
O=C(Nc1ccccc1N1CCCC1)c1ccc(F)c(S(=O)(=O)N2CCOCC2)c1	13	7	-3	5	4	13	10	3	0
CC(=O)N1CCN(S(=O)(=O)c2ccccc2)C1c1ccccc1 (configuration not stated)	11	2	2	0	1	4	8	3	5
COc1cc2c(cc1OC)CC(=O)NC=C2	0	-1	-3	3	1	10	10	-2	-2
Cc1nc(NS(=O)(=O)c2ccccc2)sc1NC(=O)Nc1ccccc1	3	10	6	1	5	-4	8	3	0
O=C(C[n+]1ccccc1)c1ccc(Cl)cc1	2	4	-3	-1	-5	7	0	7	-11
COc1ccc(CCNC(=O)c2ccc3ccccc3n2)cc1OC	-12	-4	5	1	-2	-1	2	3	-1
Cc1nc(CC(C)C)cc(C(=O)N2CCCC(CNS(=O)(=O)c3cccs3)C2)n1 (configuration not stated)	-7	2	2	-1	3	-3	4	0	-1
COc1ccc(CNC(=O)CN(Cc2ccccc2Cl)C(=O)c2csnn2)cc1	-4	4	0	0	6	-8	-4	4	-2
CCCCCCN1C=CC(=C/C=C(\C#N)C(=O)OCC)C=C1	26	9	-9	25*	41*	8	-1	5	-8
COc1ccc(-c2ncc(CN3CCC(CO)(Cc4cccc(OC)c4)CC3)cn2)cc1	24	7	1	-4	2	1	3	5	2
COc1cc(CN2CCC(C(=O)N3CCCC(C)C3)CC2)cc(OC)c1O (configuration not stated)	-20	3	6	1	-3	5	10	4	2
COC(=O)CSc1nc2c(c(-c3ccc(C)o3)c1C#N)CCCC2	8	6	0	-2	2	-2	-1	-3	-3
COc1ccc(-c2noc(CCC(=O)NCCCN3CCN(c4ccc(F)cc4)CC3)n2)cc1	-20	2	-2	-3	2	-3	3	3	-4
O=C(CN1C(=O)/C(=C/c2ccccc2F)Sc2ccccc21)NCCCN1CCOCC1	13	10	1	1	-9	5	7	3	-3
O=C(CSc1nnc(-c2ccccc2)c2ccccc12)NCC1CCCO1 (configuration not stated)	-3	4	5	-1	-3	-4	-19	0	0

Further entries.
SMILES	PREPL inhibitor	pPAFAH inh	PAD4 FP inh	LYPLA1 counter	LYPLA2 inh	PAFAH1B3 FP inh	GSTO1 counter	PAFAH1B2 FP inh	PME-1 inh
COC(=O)c1ccccc1OC(=O)c1cccnc1	2	4	-1	1	-3	-4	5	-1	6
Cc1noc(C)c1NC(=O)Nc1ccc2c(c1)C(=O)N([C@H](C)CO)C[C@H](C)[C@@H](CN(C)S(=O)(=O)c1cccs1)O2	22	-2	4	.	.	3	.	3	.
CCOC(=O)Cc1csc(NC(NC(=O)CC)(C(F)(F)F)C(F)(F)F)n1	18	2	3	-1	-4	3	2	5	-6
CCOc1ccccc1NS(=O)(=O)c1cc2c3c(c1)CC(=O)N3CCC2	8	8	-4	-1	-4	16	13	7	9
CC(=O)c1c(-c2ccccc2)c2ccccc2[nH]c1=O	3	5	2	2	1	9	-3	4	0
Cn1cc(S(=O)(=O)N2CCN(c3ccc(F)cc3)CC2)c(=O)n(C)c1=O	-1	-1	-1	1	3	4	4	9	0
CC(=O)c1ccc(Oc2nc(-c3cccnc3)nc3ccccc23)cc1	-6	3	1	-2	7	3	-12	3	-15
Cc1ccc(N2C(=O)N3[C@H](c4ccc(F)cc4)[C@@H]4C(=O)N(C5CCCCC5)C(=O)[C@@H]4[C@]3(Cc3ccccc3)C2=O)cc1	1	4	1	-7	-10	8	1	-4	-3
CNC(=O)CN(C1CCCCC1)S(=O)(=O)c1ccc(F)cc1	-1	5	-5	1	-1	7	3	6	-1
CC(C)C(=O)Nc1ccc(C(=O)Nc2nnc(C(C)C)s2)cc1	-1	4	-4	0	0	4	2	9	-4
COc1ccccc1NCc1nnc(-c2ccccc2)o1	-4	2	3	0	-1	14	8	6	6
Cc1ccccc1NS(=O)(=O)c1cc(C(=O)NCc2ccco2)ccc1C	2	16	2	0	2	-7	-1	-3	3
CCOC(OCC)c1cc2ccccc2cn1	6	0	2	.	.	-3	.	2	.
NC(=O)C1CCN(C(=O)COc2ccc3ccccc3c2Br)CC1	11	3	2	-2	-1	2	2	4	2
COc1ccc(Nc2ccc([N+](=O)[O-])cc2[N+](=O)[O-])cc1	34	7	5	-1	4	-2	9	1	6
Cc1cccc(N2CCN(c3ccc(NC(=O)/C=C\C(=O)O)cc3)CC2)c1	18	16	3	2	3	1	42*	2	10
O=C(NCC(=O)N(c1ccccc1F)C(C(=O)NC1CCCC1)c1ccncc1)c1ccco1 (configuration not stated)	1	1	-4	-1	0	8	2	-6	-4
C=CCn1c(-c2c(C)nc3cc(C)ccn23)n[nH]c1=S	7	1	7	-4	1	1	13	2	-7
COc1cccc(CN2CC(C(=O)NCC3CCOCC3)CCC2=O)c1 (configuration not stated)	3	2	-2	2	5	7	0	5	1
CCCC(=O)Nc1nc(-c2ccc(Cl)s2)cs1	-2	1	6	-3	4	-4	-8	0	6
Cc1ccc(C(C(=O)NC2CCCC2)N(Cc2ccco2)C(=O)CCC(=O)Nc2cc(C)on2)cc1 (configuration not stated)	-8	0	1	-1	-4	-7	-3	7	-6
